TEAD-YAP inh: TEAD-YAP interaction inhibition; HEK-TIYL cells, TEAD-Gal4/YAP UAS-luciferase luminescence; inhibition, % at 9.12 µM; 640,000 tested, 1.4% active; AID 1259422; in the data active means inhibition above about 32%;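 further: 0% = median of test compound wells and 100% = reference inhibitor wells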
FBW7 activator: activators of human E3 ligase FBW7; Q969H0; AlphaScreen FBW7–phospho-cyclin E peptide binding, activator screen; normalized activity (activation), % at 26.1 µM; 650,000 tested, 0.13% active; AID 1259310; in the data active means normalized activity above about 1.9%;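 further: purified mutant Fbw7 with reduced substrate affinity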
GPR151 activ: human GPR151 activation; Q8TDV0; PathHunter beta-arrestin GPR151 cells, luminescence; activation, % at 11.2 µM; 650,000 tested, 1% active; AID 1508602; in the data active means activation above about 4.9%;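 further: 0% = median of compound wells and 100% = cells with positive control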
Target sequence (Q8TDV0 whole entry, looked up): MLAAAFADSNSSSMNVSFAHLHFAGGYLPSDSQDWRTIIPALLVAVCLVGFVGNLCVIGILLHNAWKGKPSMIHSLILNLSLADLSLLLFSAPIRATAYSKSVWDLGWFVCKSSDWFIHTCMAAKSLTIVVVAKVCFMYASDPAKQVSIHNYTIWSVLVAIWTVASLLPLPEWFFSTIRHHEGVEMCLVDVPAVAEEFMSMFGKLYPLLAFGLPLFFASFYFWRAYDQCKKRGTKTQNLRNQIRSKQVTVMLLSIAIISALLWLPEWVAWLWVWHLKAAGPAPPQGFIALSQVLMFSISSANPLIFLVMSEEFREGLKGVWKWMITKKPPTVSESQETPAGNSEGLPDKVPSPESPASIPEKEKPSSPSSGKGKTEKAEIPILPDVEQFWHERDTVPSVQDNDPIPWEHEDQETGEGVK
MITF primary: human MITF inhibition, primary screen; O75030; AlphaScreen MITF homodimerization, bead proximity signal; 650,000 tested, 0.91% active; inhibition, % at 2.6 µM; in the data active means inhibition above about 50%;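 further: 0% = vehicle wells with protein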
Target sequence (O75030 whole entry, looked up): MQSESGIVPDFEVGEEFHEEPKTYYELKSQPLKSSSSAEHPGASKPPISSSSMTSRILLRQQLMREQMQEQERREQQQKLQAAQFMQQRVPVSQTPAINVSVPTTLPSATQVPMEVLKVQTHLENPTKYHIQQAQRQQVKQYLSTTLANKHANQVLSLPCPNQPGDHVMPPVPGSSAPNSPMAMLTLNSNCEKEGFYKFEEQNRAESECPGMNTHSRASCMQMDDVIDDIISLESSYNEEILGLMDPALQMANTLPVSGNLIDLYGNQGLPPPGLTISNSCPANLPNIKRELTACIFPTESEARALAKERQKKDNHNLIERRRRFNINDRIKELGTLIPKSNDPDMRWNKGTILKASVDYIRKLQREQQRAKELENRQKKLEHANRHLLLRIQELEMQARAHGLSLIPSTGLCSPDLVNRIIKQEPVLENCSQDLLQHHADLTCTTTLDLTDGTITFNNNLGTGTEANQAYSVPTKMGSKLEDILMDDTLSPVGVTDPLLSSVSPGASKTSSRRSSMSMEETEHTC
* hit, by the source's call; x = not tested or not shown.

SMILES	TEAD-YAP inh	FBW7 activator	GPR151 activ	MITF primary
CCN1C(=O)c2ccc(Oc3ccc4c(c3)C(=O)N(CC)C4=O)cc2C1=O	-4.8	0.0	0.5	9.7
COc1ccc(/C=C2/N=C(c3ccc(C)c(C)c3)OC2=O)cc1OC	-0.8	-0.1	0.1	-5.2
Cn1c(=O)c(=O)n(C)c2cc(S(=O)(=O)NCc3ccc4c(c3)OCO4)ccc21	-0.8	-0.1	2.2	8.2
CCCCC/C=C\C/C=C\C/C=C\CCCCC(=O)OC	x	x	3.6	0.7
CC(C)Cc1nnc(NC(=O)CC(C)(C)C)s1	-8.8	2.1*	0.0	16.0
Cc1ccc(-n2ncc3c(=O)n(CC(=O)Nc4ccc5c(c4)OCCO5)cnc32)c(C)c1	3.2	0.6	-2.6	20.9
CCOC(=O)c1ccccc1NC(=O)Cn1nnc(C(=O)O)c1C(=O)O	0.1	0.0	1.2	7.8
CCOc1cc(CN2CCC3(CC2)NC(=O)c2ccccc2O3)ccc1O	2.5	-0.1	-0.3	14.6
CCCOC(=O)c1ccc(NC(=S)NC(=O)c2ccc(C)cc2)cc1	-7.7	0.0	-1.2	15.7
COc1ccc(OC(C)C(=O)Nc2ccc(F)c(Cl)c2)cc1 (configuration not stated)	10.4	0.0	0.8	-4.9

Full records, quoted from the list. Values in the order: TEAD-YAP inh	FBW7 activator	GPR151 activ	MITF primary
Profile of Cn1c(=O)c(=O)n(C)c2cc(S(=O)(=O)NCc3ccc4c(c3)OCO4)ccc21 : -0.8	-0.1	2.2	8.2
Profile of Cc1ccc(-n2ncc3c(=O)n(CC(=O)Nc4ccc5c(c4)OCCO5)cnc32)c(C)c1 : 3.2	0.6	-2.6	20.9
Profile of COc1ccc(/C=C2/N=C(c3ccc(C)c(C)c3)OC2=O)cc1OC : -0.8	-0.1	0.1	-5.2
Profile of CCOC(=O)c1ccccc1NC(=O)Cn1nnc(C(=O)O)c1C(=O)O : 0.1	0.0	1.2	7.8
Profile of CCN1C(=O)c2ccc(Oc3ccc4c(c3)C(=O)N(CC)C4=O)cc2C1=O : -4.8	0.0	0.5	9.7

(more compounds)
SMILES	TEAD-YAP inh	FBW7 activator	GPR151 activ	MITF primary
COc1ccc(NC(=O)C(NC(=O)/C=C\c2ccc3c(c2)OCO3)c2ccccc2)cc1 (configuration not stated)	20.5	-0.3	-1.7	-4.8
O=C1C2CC=C(Cl)CC2C(=O)N1CCC[n+]1ccccc1 (configuration not stated)	2.9	0.1	-0.7	3.9
COc1ccc(N2CCN(C3CCCN(C(=O)CSc4ccncc4)C3)CC2)cc1 (configuration not stated)	6.9	-0.1	-0.4	7.7
COc1ccccc1C(=O)NCCOc1ccc(C)c(C)c1	-29.7	0.0	0.0	-5.8
CCOc1ccccc1N(CC)C(=O)Cn1ncc2c(=O)oc3ccc(C)cc3c21	0.3	-0.2	0.2	9.0
Cc1ccc(S(=O)(=O)NCCC(=O)Oc2cc3oc(=O)cc(C)c3cc2Cl)cc1	4.9	0.2	3.0	7.9
COc1cccc(C(=O)Nc2cc(-c3nc4ccccc4o3)ccc2OC)c1	-46.2	0.1	-0.6	2.6
CCOC(=O)c1c(NC(=O)c2cc(OC)c(OC)c(OC)c2)sc2c1CCC(CC)C2 (configuration not stated)	-0.7	0.1	-0.7	-1.7
Cc1cc(NC(=O)CSc2nc3ccsc3c(=O)n2Cc2ccc(C(=O)O)cc2)n[nH]1	-0.1	0.1	0.6	-5.1
Cc1cc(C)cc(CC2C(=O)N(c3ccc(I)cc3)C(=O)C2C)c1 (configuration not stated)	7.1	0.0	2.3	-9.4
CCOC(=O)C1=C(N)OC2=C(C(=O)CC(C)(C)C2)C1C1CCCCC1 (configuration not stated)	-11.1	-0.1	-0.4	18.9
Cn1nc(C(C)(C)C)cc1C(=O)Nc1ccc2nccnc2c1	-1.8	0.5	-2.4	21.0
CCOC(=O)c1c(NC(=O)CN2CC(C)OC(C)C2)sc(Br)c1-c1ccc(C)cc1 (configuration not stated)	-10.7	0.1	-1.7	-6.5
Cc1ccccc1NC(=O)C(=O)NCc1ccc(F)cc1	-14.5	0.1	-0.6	19.5
Cc1cc(C)c(NC(=O)C(C)Sc2nnnn2C)c(C)c1 (configuration not stated)	1.0	0.2	-1.1	6.4
O=C(NCCN1CCOCC1)c1cc(-c2ccc(F)cc2)on1	-16.5	-0.1	-0.7	-17.1
COc1cc(C(=O)OCC(=O)NCC(F)(F)F)c([N+](=O)[O-])cc1OC	-0.5	0.4	-0.3	-9.7
CCc1nnc(NC(=O)c2ccc(C)o2)s1	-33.9	-0.2	-2.5	1.4
COCCNS(=O)(=O)c1c(C)cc(C)c(N(C)S(=O)(=O)c2ccccc2)c1C	-7.2	-0.2	1.5	2.6
Cn1c(SCc2ccccc2)nnc1C1CCCN1 (configuration not stated)	-1.3	-1.1	-0.3	26.8
O=C(NC1CCCc2ccccc21)C1CCCN1c1nnc(N2CCCC2=O)s1 (configuration not stated)	2.5	0.2	2.6	5.0
CN(Cc1ccco1)S(=O)(=O)c1ccc(C(=O)Nc2ccccc2Cl)cc1	-0.2	-0.2	0.8	6.8
COc1ccc(-c2ocnc2C(=O)Nc2cccc3ccccc23)cc1OC	-13.6	0.1	-1.5	-12.6
COc1ccc(-c2noc(CSCC(=O)Nc3ccc(F)cc3F)n2)cc1OC	-2.0	0.1	-7.9	7.8
COc1cc(NCn2nnc3ccccc32)cc(OC)c1OC	-0.7	-0.1	1.3	-7.8
Cc1ccc(-n2nnn(CN3CCN(c4ncccn4)CC3)c2=S)c(C)c1	-7.4	-0.1	-1.7	-16.1
COC(=O)C1CCN(C(c2cccc(F)c2)c2sc3ncnn3c2O)CC1 (configuration not stated)	-1.1	0.1	-0.3	6.5
CC(C)C1Oc2ccccc2N(CC(=O)NC2CCCCC2)C1=O (configuration not stated)	-12.6	-0.1	0.8	-18.9
Cc1c(Cl)cccc1NC(=O)c1sc2nc3c(c(-c4cccs4)c2c1N)CCC3	0.9	-0.1	-0.7	-0.8
CCN1CCOC(CC(=O)Nc2cc(C)cc(C)c2)C1=O (configuration not stated)	-2.5	0.0	1.5	-0.7
CC(C)n1c(Nc2ccccc2)nc2c(NCc3cccc(C(F)(F)F)c3)ncnc21	4.7	0.0	-0.2	-2.3
CCOc1cccc(CN2CCC(C(=O)NC(C)c3ccccc3)CC2)c1O (configuration not stated)	0.9	0.0	5.6*	-0.2
CC(=O)Nc1ccc(S(=O)(=O)N(C)c2ccccc2)cc1	2.5	-0.1	-1.8	0.7
N/C(Cc1ccc(Cl)cc1)=N\OC(=O)c1ccccc1[N+](=O)[O-]	-10.6	-0.2	0.0	7.9
COC(=O)c1ccccc1NC(=S)NC(=O)c1ccc([N+](=O)[O-])cc1	3.1	0.1	-0.6	-6.3
Cc1ccc2occ(C(=O)c3ccccc3Cl)c(=O)c2c1	11.0	-0.1	7.7*	10.4
CCC(=O)NC(=S)Nc1ccc(NC(=O)c2ccccc2[N+](=O)[O-])cc1	4.1	-0.1	-1.4	-1.8
CCOC(=O)C1=C(c2ccccc2)N=c2s/c(=C\c3cccs3)c(=O)n2C1c1cccc(OC)c1OC (configuration not stated)	7.8	1.1	-1.8	16.0
COc1cc2nc(-c3cccc(N)c3)nc(Nc3ccc(Oc4ccccc4)cc3)c2cc1OC	35.5*	-0.1	-0.1	2.8
Cc1ccc(CSC2=NS(=O)(=O)c3ccccc3N2)cc1	-22.8	0.0	1.0	5.8
O=C(COC(=O)c1ccc2c(c1)S(=O)(=O)c1ccccc1C2=O)NCc1ccco1	-2.7	-0.1	-1.3	5.9
CC(C)N1C(=O)CN(C2CCCCCC2)C(=O)C1c1ccc(Cl)cc1 (configuration not stated)	-4.0	-0.1	-0.4	-3.3
CC(c1nc2ccccc2s1)N(C)C(=O)CCl (configuration not stated)	24.6	-0.1	2.2	2.6
COc1cccc(CNC(=O)CCC2CCCN(C(=O)NCCc3ccccc3)C2)c1 (configuration not stated)	-40.1	-0.2	1.3	-12.9
OCCN1CCN(c2ncc(-c3ccc(Oc4ccccc4)cc3)n3ccnc23)CC1	7.6	-0.7	-0.4	17.4
CC(=O)N1CCc2cc(Br)cc(S(=O)(=O)N3CC(C)CC(C)C3)c21 (configuration not stated)	3.8	0.1	-1.1	10.6
Cc1ccc([N+](=O)[O-])cc1-c1ccc(/C=C2/NC(=S)NC2=O)o1	7.3	0.0	0.0	16.1
CN1C(=O)[C@H]2CN(Cc3cnn(-c4ccc(F)cc4)c3)CCN2C(=O)[C@@H]1CO	-10.3	0.0	1.0	-6.0
CCCNC(=O)C(=O)NCC(c1ccco1)S(=O)(=O)c1ccc(C)cc1 (configuration not stated)	4.9	0.0	0.8	-6.0
O=C(CCNS(=O)(=O)c1ccc2c(c1)CCC(=O)N2)Nc1nccs1	11.4	-0.3	1.1	5.8
(continued)
SMILES	TEAD-YAP inh	FBW7 activator	GPR151 activ	MITF primary
CCOc1ccc(CCNS(=O)(=O)c2ccc(Cl)cc2)cc1OCC	-0.6	0.0	0.2	-6.9
CN(CCOc1ccccc1)c1ccc(S(=O)(=O)N2CCCCC2)cn1	-0.1	0.0	1.1	-5.4
O=C(NCCN1CCOCC1)c1ccc2nc(Nc3ccncn3)sc2c1	1.2	0.1	-1.9	-6.0
O=C(Nc1ccc2[nH]ncc2c1)[C@@H]1CCCN1C(=O)[C@H](O)c1cccc(Cl)c1	4.0	-0.1	-1.7	3.3
N/C(=N/O)c1cc[n+](Cc2ccccc2)cc1	8.7	-0.2	-0.4	-7.4
Cc1ccc(-n2cc(CN3CCN4C(=O)[C@H](C(C)C)NC(=O)[C@H]4C3)cn2)cc1	-2.9	-0.1	2.0	-15.3
C=CCN1C(c2cccs2)=CS/C1=C(/C#N)c1nnc2n1CCCCC2	-5.9	0.0	-1.2	9.6
CC1=C(C(=O)OC(C)C)C(c2cn(-c3ccccc3)nc2-c2cc(C)ccc2C)C(C(=O)OC(C)C)=C(C)N1	-14.1	-0.2	1.0	2.6
CN(C)S(=O)(=O)c1cccc(NC(=S)NNC(=O)OC(C)(C)C)c1	2.2	-0.2	-1.3	-4.6
O=C(OCN1C(=O)c2ccccc2C1=O)c1ccc(Cl)cc1	5.5	-0.3	3.5	-10.0
CC(=O)Nc1cccc2c(=O)[nH][nH]c(=O)c12	12.6	0.0	-1.5	3.4
COc1cc2nc(NC(=O)c3ccc(C)cc3)sc2cc1OC	-3.0	0.2	-2.0	7.8
CS(=O)(=O)C1=NSC2=NC(=O)/C(=C\c3cccc4ccccc34)C(=N)N21	-2.3	0.0	2.0	7.1
CCOc1ccc(/C(O)=C2/C(=O)C(=O)N(CCN(CC)CC)C2c2ccc(C(C)(C)C)cc2)c(C)c1 (configuration not stated)	-4.6	-0.2	-0.4	0.1
CC12COC3(C(=O)Nc4ccccc4Br)CC1CCC32C (configuration not stated)	-13.2	-0.3	-0.7	-3.6
O=C1CCC(CCC(=O)N2CCC(c3ccccc3Cl)C2)(Cc2ccco2)N1 (configuration not stated)	-8.2	0.2	-1.4	0.1
CC1=C(C(=O)OCc2ccc3c(c2)OCO3)C(c2cccc(Br)c2)NC(=O)N1 (configuration not stated)	12.9	0.3	-0.9	15.8
COCCNc1nc2ccccc2c2nc(CCn3c(C)nc4ccccc43)nn12	-5.3	-0.1	-0.9	8.6
O=S(=O)(NCc1csc(-c2ccccc2)n1)c1ccc(Br)cc1	-2.0	-0.1	0.1	5.3
Cc1ccc2nc(C3CCCCN3C(=O)c3nonc3C)[nH]c2c1 (configuration not stated)	-0.1	0.2	-0.1	11.6

By substructure, the entries above containing a COOH group.
SMILES	TEAD-YAP inh	FBW7 activator	GPR151 activ	MITF primary
CCOC(=O)c1ccccc1NC(=O)Cn1nnc(C(=O)O)c1C(=O)O	0.1	0.0	1.2	7.8
Cc1cc(NC(=O)CSc2nc3ccsc3c(=O)n2Cc2ccc(C(=O)O)cc2)n[nH]1	-0.1	0.1	0.6	-5.1

Remaining list, next part:
SMILES	TEAD-YAP inh	FBW7 activator	GPR151 activ	MITF primary
Clc1ccc(-c2noc(CN3CCN(c4ccccc4)CC3)n2)cc1	-0.8	0.2	1.4	9.5
CCOc1ccc(NC(=O)c2cccnc2)c([N+](=O)[O-])c1	46.2*	0.0	5.8*	-0.5
CCOc1ccc2ccc(OCC)c(C=C3C(=O)NC(=S)NC3=O)c2c1	-31.6	0.5	2.0	15.8
Cn1c(=NC(=O)C2=NNC(=O)CC2)sc2ccccc21	-46.6	0.3	1.0	2.2
Cc1ccc2oc(-c3cccc(NC(=O)COc4ccc(C(C)C)cc4)c3)nc2c1	-13.2	0.4	0.2	11.7
Cc1ccccc1CSCCNC(=O)Nc1ccccc1	-7.7	0.2	0.0	0.0
COc1ccc(Cn2c(C)c(C)n3c4c(=O)n(CC(C)C)c(=O)n(C)c4nc23)cc1	0.8	-0.1	1.5	-8.2
Cc1ccc(C(=O)NCCCN(C)C)c(Cl)c1	-0.3	0.2	0.3	8.2
CCOC(=O)C1CCN(C(=O)C2(NC(=O)Nc3ccccc3C)CCCCC2)CC1	-4.9	0.0	0.6	8.7
O=C(O)C1CCC(N2C(=O)C3C4CCC(C4)C3C2=O)CC1 (configuration not stated)	-2.1	0.0	0.2	-2.2
CC(Sc1nnc(COc2ccccc2Cl)n1C1CC1)C(N)=O (configuration not stated)	6.6	-0.2	-1.0	-1.2
O=C(NC1CCN(Cc2ccccc2)CC1)c1cnc(N2CCOCC2)s1	-7.7	-0.1	1.8	1.6
Cc1cccc(OCC(O)CN2CCCC2)c1C (configuration not stated)	1.4	0.0	-2.1	-12.2
CCCNc1ccc2ncc(-c3cccc(/C=C/C(=O)O)c3)n2n1	-1.3	0.6	-0.4	8.8
C=C(C)CNC(=O)c1ccc(-c2ccco2)nc1NCc1cccnc1	3.0	0.1	0.4	6.2
CCc1ccc(C2(C)CC(C)(C)N(C(=O)c3ccc(Cl)c(Cl)c3)c3ccccc32)cc1 (configuration not stated)	-5.3	0.1	-0.9	-10.8

Source: PubChem BioAssay (The Scripps Research Institute Molecular Screening Center)

Hits appear at their usual frequency (roughly 3.4% active in at least one column).
